# Bioassay records deposited in PubChem by National Center for Advancing Translational Sciences (NCATS).
# GLP1R ag: activates the human GLP-1 receptor; P43220; HEK293 GLP-1R CRE-luciferase, luminescence, 4-6 h; cells express a hypersensitive GLP-1R form; Potency, µM (titrated, usually from 45.6 µM), for the others: top-dose activation, usual class: activators; 380,000 tested, 0.007% active; AID 624172; also: % of control where 0% means no effect
# Target sequence (P43220 whole entry, looked up): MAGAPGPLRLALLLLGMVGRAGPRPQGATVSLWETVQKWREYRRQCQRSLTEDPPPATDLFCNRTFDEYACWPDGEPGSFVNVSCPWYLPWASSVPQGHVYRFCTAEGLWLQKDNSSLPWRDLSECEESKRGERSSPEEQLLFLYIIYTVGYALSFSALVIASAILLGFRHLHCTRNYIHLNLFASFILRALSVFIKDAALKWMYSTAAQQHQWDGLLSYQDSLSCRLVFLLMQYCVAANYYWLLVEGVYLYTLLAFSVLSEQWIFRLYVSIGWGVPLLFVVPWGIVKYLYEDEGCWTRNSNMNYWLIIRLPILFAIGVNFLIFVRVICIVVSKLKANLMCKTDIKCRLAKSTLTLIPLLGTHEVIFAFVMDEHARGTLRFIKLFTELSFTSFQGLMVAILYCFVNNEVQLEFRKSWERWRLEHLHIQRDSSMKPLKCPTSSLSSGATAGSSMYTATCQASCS
# TDP-43 yeast inh: rescues yeast growth from TDP-43 toxicity. TDP-43 expressing yeast growth rescue, BacTiter-Glo, 24 h. Potency, µM (titrated, usually from 46.1 µM), for inactives: at the top dose growth rescue (activation), usual class: activators. 410,000 tested, 1.8% active; also: % of control where 0% means no effect; nearly all actives have a fitted effect of over 50% in size
#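 Luminescence from BacTiter-Glo reports growth of TDP-43-expressing yeast after 24 hr at 30 deg C with compound. Cells were raffinose-pregrown to mid-log, then seeded in galactose medium at OD600=0.02.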
# HT1080-NT tox: kills 2HG-producing HT-1080-NT fibrosarcoma cells | Potency, µM (series often up to 46.1 µM), inactives show top-dose activity, negative = less viability, usual class: cytotoxic | 360,000 tested, 1.6% active | HT-1080-NT fibrosarcoma viability, CellTiter-Glo ATP luminescence, 48 h | AID 686970;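 also: NT is the 2HG producing partner of a matched IDH1 knockdown line; 0% = DMSO-treated cells and -100% = media-only wells without cells; nearly all actives have a fitted effect of over 55% in size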
#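 Compounds were tested in concentration-response format on HT-1080-NT cells for 48 hours at 37 degrees C. Cell viability came from CellTiter-Glo luminescence; curves were classified by r2, response magnitude and activity.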
# KB-V1 cytotox: KB-V1 MDR subline cytotoxicity; KB-V1 MDR cells viability, CellTiter-Glo, 72 h; Potency, µM (top dose mostly 46.1 µM), inactives show at the highest dose activity change, negative = cytotoxicity, most hits filed as cytotoxic; 400,000 tested, 3.4% active; AID 1347076; also: % is scaled to controls: 0 for no effect and ±100 for the full control effect; nearly all actives have a fitted effect of over 60% in size
#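 Luminescent ATP read-out (CellTiter-Glo, 10 min) measures survival of drug-selected KB-V1 MDR cells after 72 h, 37 degrees C compound exposure. Medium: phenol-red-free DMEM, 10% FBS. Values from fitted concentration-response curves.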
# HT1080 IDH1KD tx: kills HT-1080 cells with IDH1 knockdown. HT-1080 IDH1 knockdown viability, ATP luminescence, 48 h. Potency, µM (titrated, usually from 46.1 µM), inactives show top-dose activity, negative = toxicity, most hits filed as cytotoxic. 360,000 tested, 2% active. AID 686971;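 also: 0% = DMSO wells and -100% = cell-free medium wells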
#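 In this qHTS, HT-1080 cells depleted of IDH1 are exposed for 48 h at 37 °C to compound titrations. Toxicity is scored from CellTiter-Glo luminescence, with DMSO as full viability and medium alone as none.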
# SW480 rerep: inducers of DNA re-replication in SW480 colon cancer cells. SW480 DNA re-replication, Hoechst DNA content imaging, 48 h. Potency, µM (titrated, usually from 46.1 µM), for inactives: at the top dose re-replication activation, actives largely listed as activators. 340,000 tested, 1.8% active. AID 624297; also: % of control where 0% means no effect; nearly all actives have a fitted effect of over 55% in size
#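 DNA re-replication was detected as more nuclei of elevated Hoechst intensity after 48 hr exposure to compound (23 nL pinned per well of 250 cells).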
# GLP-1R inv ag: acts as inverse agonist at human GLP-1 receptor | 410,000 tested, 1.6% active | Potency, µM (highest dose often 38.3 µM), without a hit: at the highest dose activity change, negative = inhibition, most hits filed as inhibitors | P43220 | AID 624417 | HEK293 GLP-1R CRE-luciferase, luminescence, 24 h; GLP-1R form is constitutively active; also: % is scaled to controls: 0 for no effect and ±100 for the full control effect; nearly all actives have a fitted effect of over 55% in size
#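 Inverse agonism was detected as reduced cAMP-driven luciferase luminescence after 24 h compound treatment. The cells were HEK293 clones expressing constitutively active human GLP-1R with the reporter. Reporter-only and GPR119 cell lines served as counterscreen controls.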
# KB-3-1 tox: KB-3-1 parental cell cytotoxicity | KB-3-1 viability, CellTiter-Glo ATP luminescence, 72 h | Potency, µM (doses to about 46.1 µM), for the others: at the highest dose activity change, negative = cytotoxic, actives largely listed as cytotoxic | 400,000 tested, 1.4% active | AID 1347075; also: % is scaled to controls: 0 for no effect and ±100 for the full control effect; nearly all actives have a fitted effect of over 60% in size
#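 Parental KB-3-1 adenocarcinoma cells in phenol-red-free DMEM with 10% FBS were pin-treated with compounds at several concentrations, incubated 72 h at 37 °C, and viability read by CellTiter-Glo luminescence; concentration-effect curves were fitted after normalization.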
# HEK293 tox: cytotoxicity in counter-screen for GLP-1R inverse agonists. HEK293 cAMP-luciferase reporter cells, luminescence, 24 h. Potency, µM (top dose mostly 38.3 µM), inactives show top-dose activity change, negative = inhibition, actives largely listed as inhibitors. 410,000 tested, 0.13% active;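 also: loss of luciferase light is scored as toxicity; % is scaled to controls: 0 for no effect and ±100 for the full control effect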
#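 Luminescence readout: signal drop marks cytotoxicity. Plated cells grew 12 h at 37 °C, 5% CO2, received 23 nL compound for 24 h, then got luciferase reagent, read after 12 min at RT.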
# Starred values were filed as active, the others as inactive; ? = inconclusive; nt = not tested or not shown; [ ] = dose if it differs, or a comment. Calls follow the shape of the dose curve; as a rule, active = well fitted curve in the direction sought with a large enough effect; inconclusive = small, poorly fitted or top-dose-only effect, or another doubt; inactive = no such curve, though single readings can be large; an effect the other way counts as inactive or inconclusive. Potency is read from the fitted curve at half-maximal effect.
mol | GLP1R ag | TDP-43 yeast inh | HT1080-NT tox | KB-V1 cytotox | HT1080 IDH1KD tx | SW480 rerep | GLP-1R inv ag | KB-3-1 tox | HEK293 tox
O=C(Nc1ccccc1Cl)C1CCCN(S(=O)(=O)c2ccc(F)cc2)C1 (stereo not drawn) | 4% | -16% | 0% | -3% | -7% | 1% | 0% | 2% | 16%
O=C(NNC(=O)C1CC1)c1ccc(-c2ccccc2)cc1 | 0% | -9% | 7% | 5% | 18%[9.24 µM] | -1% | 0% | -3% | -8%
O=C(COC(=O)c1ccccc1Nc1ccccc1)NCc1ccccc1Cl | -1% | 24% | 4% | -19% | 6% | 22% | -27% | 22% | 2%[1.53 µM]
CCCNC(=O)CN1CCC(c2nc3ccccc3[nH]2)CC1 | -6% | 10% | 8% | ? | 10% | 23% | -5% | -1% | 1%
COc1ccc(S(=O)(=O)Cc2ccc(C(=O)N3CCN(c4cccc(C)c4)C(C)C3)o2)cc1 (stereo not drawn) | -5% | 13% | 2.6µM* | 13% | 12µM* | 15µM* | ? | 3.3µM* | -27%
COc1ccc(NC(=O)c2nnn(Cc3nc(-c4cc(Br)ccc4OC)oc3C)c2C)cc1 | 0% | 9% | nt | ? | nt | nt | 2% | 13% | -2%
CC(C)(C)CC(=O)NC(=S)NCCc1ccccc1 | 12% | ? | ? | 0% | 10µM* | 10µM* | ? | 11% | -28%
O=C(NNC(=O)c1cccs1)c1ccccn1 | 6% | 2% | ? | -18% | ? | nt | -17% | -27% | 1%
Cc1cc(NC(=O)CSCc2ccccc2)no1 | 9% | 30% | 13% | 21% | 3% | -13% | -2% | 2% | 4%
COc1ccc(N/C=C/C(=O)C(F)(F)F)cc1 | 10% | 25% | -12% | -3% | 0% | -8% | 1% | 0% | 7%
CCOC(=O)CN1CC23C=CC(O2)C(C(=O)NCc2ccccc2OC)C3C1=O (stereo not drawn) | 13% | -3% | 3% | -13% | 0% | 10% | -1% | 11% | 0%
CC(C)C(=O)N1CCN(c2ccc(NC(=O)c3ccco3)cc2Cl)CC1 | 10% | -2% | 11% | -12% | 1% | 0% | 36%[activator] | -7% | 3%
O=C(Nc1ccc(C2CC2(Cl)Cl)cc1)c1cccc([N+](=O)[O-])c1 (stereo not drawn) | ? | 5% | ? | ? | ? | 13% | ? | ? | -2%
COc1ccc(OC)c(NC(=O)Nc2ccc3c(c2)OCO3)c1 | 9% | 29% | 14% | 0% | 11% | -13% | -1% | ? | ?
Cc1ccc(S(=O)(=O)NC(C)(C)CN2CCC(Cc3ccccc3)CC2)cc1 | 3% | -3% | ? | 18% | ? | ? | 2.5µM* | ? | -30%
CCN(CC)C(=O)[C@H]1C[C@H](CC(=O)NCCc2ccccn2)C(=O)N2CCc3c([nH]c4ccc(Cl)cc34)[C@]12C | 0% | 17% | 0% | 0% | -2% | 6% | ? | 0% | -5%
COc1cc(/C=N/n2cnnc2)ccc1OCc1ccccc1 | 8% | ? | 2% | ? | 0% | -8% | 36%[activator] | 1% | -8%
CC1(C)CC(NNCCC#N)=CC(=[N+]2CCCC2)C1 | 2% | 4% | -13% | 0% | 0% | 2% | 3% | 22% | -11%
Cc1cccc2sc(N(CCN(C)C)C(=O)c3cc(Cl)sc3Cl)nc12 | -5% | -1% | 9% | -3% | 1% | -6% | ? | -7% | -4%
CCOC(=O)CC(=O)CSc1nc(N)c(C#N)c(-c2ccc(F)cc2)c1C#N | -13% | -20% | -9% | -24% | -3% | -3% | 5% | 7% | 14%
O=C(C(c1ccccc1)c1ccccc1)N1CCCc2ccccc21 | 1% | -30%[inhibitor] | -23% | ? | -27% | ? | 5µM* | -5% | -8%
CCOC(=O)C1=C(COC(=O)C2CC(=O)N(c3ccccc3F)C2)NC(=O)NC1C (stereo not drawn) | -3% | 9% | 5% | -2% | 0% | 2% | 2% | ? | -3%
C=CCc1cc(S(=O)(=O)c2ccc(O)c(CC=C)c2)ccc1O | -4% | -12% | -1% | -3% | -7% | 5% | ? | 1% | -1%
O=C(NNc1ccc([N+](=O)[O-])cc1)C1C2CCCCC21 (stereo not drawn) | 1% | 17% | 6% | 6% | 3% | -3% | 6% | 3% | -15%
O=C(CSc1nc2ccccc2c(=O)n1Cc1ccccc1)Nc1ccc(Br)cc1C(=O)O | -1% | -13% | -16% | 20% | -9% | 12% | ? | -11% | -1%
Cc1ccc(CNC(=O)c2ccc(S(=O)(=O)Nc3c(C)n(C)n(-c4ccccc4)c3=O)cc2)cc1 | 11% | -8% | 6% | 0% | 0% | 2% | -18% | -1% | -1%
CCOC(=O)C1=C(C)NC(C)=C(C(=O)OCC)C1/C=C/c1ccccc1 | 16% | -8% | ? | -22% | ? | ? | 0% | -21% | 2%
CCOc1ccc(Cl)cc1-c1cc(C(=O)Nc2ccc(C(C)C)cc2)[nH]n1 | -3% | 16% | -24% | 4% | -25% | nt | ? | 0% | -6%
O=C(c1ccccc1[N+](=O)[O-])N1CCCN(C(=O)c2ccccc2[N+](=O)[O-])CC1 | 1% | 7% | 1% | 0% | 8% | 0% | -9% | 1% | -9%
Cc1sc2nc(SCC(=O)NCCOCCO)nc(N)c2c1C | 7% | -18% | 27% | 15% | 11% | -8% | 7% | 11% | 7%
COc1cccc(NC(=O)Cn2c3ccc(F)cc3c3nc4n(c(=O)c32)CCCS4)c1 | -4% | 9% | -26% | -12% | -20% | -8% | 4% | 0% | -9%
Cc1ccc(CC(=O)N2CCC(c3nc4c(nnn4Cc4ccccc4)c(=O)[nH]3)CC2)cc1 | 5% | 14% | -2% | -11% | 3% | 2% | 48%[activator] | -3% | 0%
O=C1Cc2ccccc2C(=O)N1c1cccc(Cl)c1 | 1% | -1% | 11% | -2% | 5% | -2% | 14% | 15% | 1%
O=C(O)c1cc2c(N3CCC(Cc4ccccc4)CC3)ncnc2s1 | 1% | -23% | -1% | 1% | -6% | 1% | 7% | 6% | 8%
c1ccc(CSc2nnc(-c3c[nH]c4ccccc34)o2)cc1 | 12% | 20% | ? | ? | 7%[9.24 µM] | -2% | ? | -12% | -3%
Cc1ccc(C)c(Cn2c(C(C)NC(=O)c3ccc(F)cc3)nc3ccccc32)c1 (stereo not drawn) | nt | ? | nt | -6% | nt | nt | -2% | 10% | 0%
COc1ccc(OCC2CNC(=O)O2)cc1 (stereo not drawn) | 4% | -9% | 9% | 22% | 10% | -5% | 19% | -7% | 0%
CCOc1ccc(C(C(=O)NC2CCCC2)N(Cc2ccccc2)C(=O)c2nsc(Cl)c2Cl)cc1 (stereo not drawn) | -4% | 0% | ? | ? | -27% | ? | 10µM* | 21µM* | 3%
O=C1NC(=Nc2ccc(F)cc2)SC1Cc1ccc(F)cc1 (stereo not drawn) | 12% | -1% | 11% | ? | 7% | -7% | ? | -10% | 0%
CC(CNC(=O)COc1ccc2c(c1)OCO2)c1ccccc1 (stereo not drawn) | 0% | ? | 0%[9.24 µM] | 0% | -1% | 25% | ? | 12% | 1%
Cc1c2cnn(CC(=O)NC3CCCC3)c(=O)c2c(C)n1Cc1ccccc1 | -8% | -17% | -9% | -5% | -4% | ? | -14% | -25% | 6%
O=C(NCCC1=CCCCC1)C1CCCN(S(=O)(=O)c2cnc[nH]2)C1 (stereo not drawn) | 3% | 21% | 0% | 11% | 6% | 2% | -6% | 4% | -8%
O=C(Nc1c(O)c2ccccc2oc1=O)c1cccc(F)c1 | nt | -26% | nt | 5% | nt | nt | 0% | -1% | 5%
Cc1ccc(OCCn2nnc3sc4c(c3c2=O)CCC(C(C)(C)C)C4)cc1 (stereo not drawn) | nt | 17% | nt | -1% | nt | nt | -1% | 2% | -2%
CC(C)NC(=O)c1ccc2c3n(nc2c1)-c1ccccc1CO3 | -1% | -2% | ? | 5.8µM* | ? | -13% | ? | ? | 0%
CCC(C(=O)Nc1cc(C)ccc1C)n1c(=O)c(C(F)(F)F)nc2ccccc21 (stereo not drawn) | nt | -2% | nt | 2% | nt | nt | 18% | 12% | 4%
CCCc1cc(=O)[nH]c(SCC(=O)c2ccc(S(=O)(=O)N3CCCC3)cc2)n1 | 2% | 5% | -16% | -4% | -6% | -1% | 9% | -9% | -26%
Cn1c(=O)c2c(nc(CN3CCN(C(=O)c4ccco4)CC3)n2CC(N)=O)n(C)c1=O | -4% | 15% | 17% | ? | 10% | 3% | 16% | 6% | -9%
CC(=O)c1c(Nc2cccc(F)c2)oc(C)cc1=O | -6% | -56%[inhibitor] | 6% | -4% | 8% | 1% | 17% | 9% | 7%
O=C1CCN(Cc2ccccc2)N1 | -4% | -4% | -1% | 3% | 11% | -12% | 17% | 3% | -1%

# New compounds follow.
mol | GLP1R ag | TDP-43 yeast inh | HT1080-NT tox | KB-V1 cytotox | HT1080 IDH1KD tx | SW480 rerep | GLP-1R inv ag | KB-3-1 tox | HEK293 tox
Cc1c(/C=N\NC(=O)c2csc3ccccc23)cnn1C | 9% | -11% | -26% | ? | ? | 21µM* | 10% | ? | 8%
O=S(=O)(c1ccc2c(c1)oc1ccccc12)N1CCOCC1 | 26% | 5% | -11% | ? | 2% | 10% | -4% | -5% | 19%
FC(F)(F)c1cnc2c(-c3ccccc3)n[nH]c2c1 | 13% | ? | -19% | -4% | 3% | -11% | ? | -2% | 3%
CCOC(=O)c1cn(Cc2cccc(Cl)c2)c2cc(C)nn2c1=O | 3% | 1% | -2% | -4% | 1% | -14% | 3% | -1% | -6%
O=C(NCCCN1CCCC1=O)C(=O)NCC1OCCN1S(=O)(=O)c1cc(F)ccc1F (stereo not drawn) | -6% | 2% | 7% | 11% | 8% | nt | 11% | 4% | 0%

# SW480 rerep, what is marked active above.
mol	GLP1R ag	SW480 rerep
COc1ccc(S(=O)(=O)Cc2ccc(C(=O)N3CCN(c4cccc(C)c4)C(C)C3)o2)cc1 (stereo not drawn)	-5%	15µM*
CC(C)(C)CC(=O)NC(=S)NCCc1ccccc1	12%	10µM*
Cc1c(/C=N\NC(=O)c2csc3ccccc23)cnn1C	9%	21µM*
